From PubChem BioAssay
DYRK1A inh – blocks rat Dyrk1A kinase activity; Q63470; ADP-Glo luminescence, NFATc1 peptide; 310,000 tested, 0.43% active; inhibition, % at 12.5 µM; in the data active means inhibition above about 50%;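 further: plate controls were vehicle with enzyme for no effect and no enzyme for full effect; many of its hits are not listed in these tables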
HSF1 inhib – HSF1 inhibition | 300,000 tested, 0.77% active | NIH3T3-HGL HSE-luciferase, MG132-induced, luminescence 8 h; stronger effect = lower value | activity change, negative = inhibition, % at 7.5 µM (by protocol);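 active means more than half of replicate wells show activity change below -50%, luminescence cut by over half; inconclusive means some wells, but at most half, below -50%; inactive means no replicate well below -50%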;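 further: luciferase reports HSF-1 transcriptional activity via heat shock element; 0% = median of DMSO wells and -100% = zero luminescence signal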
IEC-6 tox – counter-screen for KLF5 inhibitors: cytotoxicity in IEC-6 cells. IEC-6 cytotoxicity, luminescence viability. inhibition, % at 5 µM. 290,000 tested, 0.78% active; in the data active means inhibition above about 22%;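 further: 0% = plate median of test compound wells and 100% = cytotoxic reference compound wells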
GSK3A inh – human GSK-3 alpha kinase inhibition; ADP-Glo luminescence, 60 min; inhibition, % at 10 µM; 320,000 tested, 0.1% active;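 in the data active means inhibition above about 50%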;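 further: GST-tagged GSK-3 alpha with peptide substrate and 25 µM ATP; 0% = DMSO neutral wells and 100% = GW8510 positive control wells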
Target sequence (P49840 whole entry, looked up): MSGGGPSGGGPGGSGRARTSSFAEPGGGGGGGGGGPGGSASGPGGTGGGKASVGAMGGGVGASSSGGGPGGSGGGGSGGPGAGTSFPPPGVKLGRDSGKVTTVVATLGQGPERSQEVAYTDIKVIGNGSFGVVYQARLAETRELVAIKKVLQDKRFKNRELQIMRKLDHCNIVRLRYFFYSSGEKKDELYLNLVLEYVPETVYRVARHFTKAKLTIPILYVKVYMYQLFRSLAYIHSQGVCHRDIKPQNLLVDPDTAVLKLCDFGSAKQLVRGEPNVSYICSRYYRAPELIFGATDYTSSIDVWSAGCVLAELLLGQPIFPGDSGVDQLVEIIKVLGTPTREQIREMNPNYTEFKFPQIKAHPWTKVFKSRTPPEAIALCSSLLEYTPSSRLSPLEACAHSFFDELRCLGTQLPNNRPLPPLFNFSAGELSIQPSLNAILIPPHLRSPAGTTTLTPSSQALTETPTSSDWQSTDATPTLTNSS
HSF-1 act – increases HSF-1 driven luciferase reporter signal | NIH3T3-HGL HSF-1 luciferase reporter, MG132, 8 h; 100% = twice DMSO control signal | activation, % at 9 µM | 300,000 tested, 1.7% active;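 active means mean replicate activation of at least 50% with a set share of replicates each reaching 50%; inconclusive means only one of those two conditions met; inactive means mean below 50% and too few replicates reaching it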;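 further: 0% = median of the neutral control wells and 100% = twice that signal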
aSyn 5UTR inh – 5' untranslated region of α-synuclein, MLPCN primary screen; 300,000 tested, 0.82% active; inhibition, % (tested at 7.5 µM); AID 1813; alpha-synuclein 5'UTR reporter, inhibitor activity; in the data active means inhibition above about 60%; inconclusive means no clear call, values can overlap the other calls;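 further: H4 neuroglioblastoma cells stably carrying SNCA 5'UTR luciferase fusion; 0% = DMSO wells and 100% = positive control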
HSP90 inh – blocks HSP90-mediated luciferase refolding in reticulocyte lysate | inhibition, % at 5.6 µM | Rabbit reticulocyte lysate, luciferase refolding luminescence, 3 h | 290,000 tested, 0.91% active;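 active means inhibition above the screen-wide mean plus 3 SD, computed separately per campaign, cut at about 16% in these data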;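 further: 0% = DMSO wells and 100% = 60 µM geldanamycin wells; inhibitors lower the luminescence because luciferase stays unfolded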
KLF5 inhibitor – inhibitors of KLF5 expression. DLD-1 KLF5 promoter-luciferase reporter, luminescence. inhibition, % at 5 µM. 290,000 tested, 0.23% active. AID 1700;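 active means inhibition above a per-plate limit of that plate's mean compound inhibition plus 3 SD, cut at about 60% in these data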;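 further: 0% = DMSO wells and 100% = LY294002 at 200 µM; higher means less KLF5 promoter-driven luciferase light; inactives centre near -14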
Platelet DG rel – modulates dense granule release in human platelets; human platelet-rich plasma, SFLLRN dense granule ATP release, luminescence; inhibition, %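 (compounds screened at 7.5 µM in platelet-rich plasma)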; 300,000 tested, 0.22% active; AID 1663;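 active means mean replicate score, as percent of positive control, at or above 50; inconclusive means mean below 50 but at least one replicate at or above 50; inactive means mean and every replicate below 50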
GSK3B inh – blocks human GSK3beta kinase activity; P49841; GST-GSK3beta kinase, ADP-Glo luminescence, 60 min; stronger effect = lower value; activity score (negative = inhibition), % at 10 µM; 300,000 tested, 0.038% active; AID 2097;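 active means more than half of replicate wells score below -50%, meaning over 50% inhibition versus plate controls; inconclusive means some replicates but at most half score below -50%; inactive means no replicate scores below -50%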;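 further: 0% = median DMSO wells and -100% = median GW8510 positive control wells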
Target sequence (P49841 whole entry, looked up): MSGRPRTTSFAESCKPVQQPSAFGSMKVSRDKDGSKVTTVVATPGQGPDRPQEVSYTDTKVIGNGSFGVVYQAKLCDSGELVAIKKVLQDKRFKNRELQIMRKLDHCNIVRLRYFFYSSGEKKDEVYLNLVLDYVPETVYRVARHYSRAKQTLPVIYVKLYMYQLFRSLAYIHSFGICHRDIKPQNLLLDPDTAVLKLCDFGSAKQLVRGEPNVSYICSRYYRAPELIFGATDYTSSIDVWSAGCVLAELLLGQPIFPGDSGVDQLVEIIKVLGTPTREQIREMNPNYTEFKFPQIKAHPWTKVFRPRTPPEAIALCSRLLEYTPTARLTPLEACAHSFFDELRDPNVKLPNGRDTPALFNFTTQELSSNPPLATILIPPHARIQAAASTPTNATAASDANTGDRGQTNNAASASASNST
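test system = GST-tagged human GSK3beta kinase, cell-free | reagent = 25 µM ATP with peptide substrate | dosing = one dose of 10 µM per compound | schedule = 60 min reaction, RT | detection = luminescent ADP-Glo measurement of ADP formed | control set = DMSO neutral wells and GW8510 at 20 µM as positive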
The depositor's hits bear a star; ? = inconclusive; . = no result given. Only part of the results is shown; count on the stated rates, not on these rows.

SMILES	DYRK1A inh	HSF1 inhib	IEC-6 tox	GSK3A inh	HSF-1 act	aSyn 5UTR inh	HSP90 inh	KLF5 inhibitor	Platelet DG rel	GSK3B inh
Cc1cccc(C(=O)N2CCCC(Nc3ccc(C(C)C)cc3)C2)n1 (stereo not drawn)	2.6	8.5	1.5	.	0.3	-10.6	2.6	-15.9	2.7	0.6
Cc1ccc(S(=O)(=O)N2CCOCC2)cc1C(=O)Nc1nc(-c2cccnc2)cs1	-4.0	-14.7	0.1	-1.1	4.1	-7.9	5.4	-1.9	3.0	-2.5
O=C(OCC(=O)N1CCOCC1)c1ccccc1O	-3.7	3.9	-3.7	-2.7	-3.8	-40.6	-4.2	-74.8	17.1	1.5
Cc1ccc(N(Cc2ccccc2)C(=O)c2cccc(S(=O)(=O)N3CCN(C)CC3)c2)cc1	-2.4	11.2	.	0.5	16.2	-2.9	.	.	-4.0	1.9
O=C(Cn1ncc2c(=O)oc3ccccc3c21)NCC1COc2ccccc2O1 (stereo not drawn)	16.4	1.9	1.2	.	2.7	5.2	-2.2	-11.4	3.7	-1.8
CCN(CC)S(=O)(=O)c1cccc(NC(=O)c2ccc(Br)cc2)c1	-0.8	11.0	9.1	0.6	4.0	-20.9	4.8	-0.9	8.0	-1.1
CC1Cc2cc(-c3csc(NC(=O)Cc4cccs4)n3)ccc2N1S(C)(=O)=O (stereo not drawn)	4.7	-3.2	-0.1	0.3	14.4	-19.6	-1.7	-16.1	-5.9	-2.6
O=C(c1ccc2c3c(cccc13)CC2)C1CCCN(Cc2ccc(OCCO)cc2)C1 (stereo not drawn)	4.6	2.3	-2.3	-1.3	4.0	20.4	2.0	-39.9	2.2	1.9
COc1ccccc1C(=O)NCCC(=O)N(C)CC(=O)Nc1ccc(N2CCOCC2)cc1	-6.0	2.4	.	0.0	7.3	-8.2	.	.	-2.2	1.8
N#Cc1ccccc1Cn1c(=O)oc2ccccc21	.	3.7	3.5	-2.1	15.8	6.1	-2.2	-2.9	0.7	1.6
O=C1CCC(C(=O)N2CCSCC2)CN1CCc1cccc(F)c1 (stereo not drawn)	-8.4	-0.5	-6.1	0.5	0.2	-5.9	4.6	-27.7	-1.0	-0.3
CS(=O)(=O)N(Cc1ccccc1)c1ccccc1C(=O)Nc1ccccc1C(=O)NCc1ccco1	-2.9	15.5	-1.6	-5.8	-9.8	9.3	-0.8	-15.7	-5.8	0.0
Fc1ccc(N2CCN(C(c3cccs3)c3nnnn3CCc3ccccc3)CC2)cc1 (stereo not drawn)	8.5	-4.0	0.3	0.0	6.8	-0.6	-1.7	22.0	-0.7	0.4
CC(=O)Nc1cccc2ncccc12	19.2	5.4	5.7	-4.0	7.8	12.1	-3.0	-25.3	19.2	-3.8
CCc1cccc(NC(=O)c2cc(S(=O)(=O)N(C)C)ccc2N2CCCC2)c1	.	-2.2	-1.3	-2.3	3.0	0.3	3.0	-23.6	-3.8	0.5
COc1cccc(C2C(C(=O)Nc3cccnc3)=C(C)Nc3nnnn32)c1OC (stereo not drawn)	-2.3	-4.6	0.3	-2.0	1.4	-34.1	-2.9	5.2	-7.4	-2.9
COc1ccc(CSc2nncn2N)cc1[N+](=O)[O-]	-2.1	-9.7	-0.8	-0.1	-4.4	-6.7	-3.6	-24.1	2.3	-1.9
COc1c(C(=O)NC(=S)Nc2nnn(C)n2)cc2ccccc2c1Br	9.0	11.9	2.9	8.1	22.7	-9.1	1.0	-21.2	-3.3	2.5
COc1cccc(NC(=O)C2CC(=O)N(Cc3ccc(C)cc3)C2)c1 (stereo not drawn)	3.3	6.0	-3.5	2.3	20.3	1.7	7.0	-3.9	21.3	-0.8
CCCCN(C)C(=O)c1cn(-c2cccc(OC)c2)c(=O)c2ccccc12	-6.9	-9.1	0.4	-0.6	-12.5	-2.9	-0.3	13.3	-0.4	-1.9
Cc1ccc(C2=NN(C(=O)COc3ncnc4ccccc34)C(c3ccco3)C2)cc1 (stereo not drawn)	-2.6	1.9	-3.4	-1.5	1.6	42.9	0.7	6.8	11.0	-3.9
Cc1ccccc1SCCNC(=O)c1ccccc1Br	5.9	33.7	-0.8	0.5	?	-106.6	0.6	-41.7	-1.3	-2.8
O=C(CNC(=O)c1ccc([N+](=O)[O-])cc1)c1ccccc1	4.6	-4.9	2.8	1.9	-7.7	-58.8	-1.0	-73.2	-17.9	.
CC1CCN(S(=O)(=O)CCNC(=O)c2ccc3c(c2)OCO3)CC1	1.8	-5.5	.	-1.3	2.3	-1.5	.	.	-14.2	-1.2
N=c1c2ccccc2nnn1-c1ccc(C(F)(F)F)cc1	-0.5	6.0	-1.1	-2.3	6.0	-147.4	2.1	-13.6	-3.0	0.6
Cc1ccc(C(=O)N2CCn3c(C)ccc3C2C)cc1 (stereo not drawn)	2.0	?	1.6	-1.8	-44.0	-10.8	0.1	-51.3	-2.5	.
CC(C)Oc1ccc(CNC(=O)CC(c2ccccc2)c2cc(Cl)ccc2O)cc1 (stereo not drawn)	-4.3	6.5	7.9	-3.5	38.9	29.3	3.9	-14.7	6.3	3.6
CCC(C(=O)NC1CCCC1)N(C(=O)Cn1nnc(-c2ccc(C)o2)n1)c1cnc2ccccc2c1 (stereo not drawn)	-4.7	-7.1	5.8	-2.0	-6.6	2.2	2.1	3.7	0.7	-5.4
COc1ccc(C(=O)Nn2c(CC(C)C)nc3cc(OC)c(OC)cc3c2=O)c(OC)c1	.	-5.0	0.8	0.1	-10.0	10.7	-1.5	-32.4	1.6	0.6
CCN(C(=O)CSc1nnc(-c2ccc(OC(F)F)cc2)n1N)C1CCS(=O)(=O)C1 (stereo not drawn)	14.1	-1.1	.	-2.5	-15.1	4.3	.	.	.	1.1
CS(=O)(=O)c1nc(S(=O)(=O)c2ccc(Cl)cc2)c(NCCCN2CCOCC2)s1	5.7	2.1	5.7	-1.1	7.7	6.3	-1.0	-44.6	1.0	-1.1
CC1(C(=O)NC(=S)N(CCC#N)c2ccccc2)CC1(Cl)Cl (stereo not drawn)	1.6	-9.3	-4.1	-0.8	-4.0	6.0	3.0	-42.3	0.0	-0.5
O=C(N/N=C/c1coc2ccccc2c1=O)c1cccc([N+](=O)[O-])c1	0.5	-7.0	0.9	-19.6	4.8	-5.0	0.5	-15.6	-5.0	-4.4
C(=C1/CCCC2=C1Nc1ncnn1C2c1ccccc1)/c1ccccc1 (stereo not drawn)	.	53.1	26.4*	8.5	90.1*	-42.2	6.5	0.6	22.2	1.9
COc1ccccc1NC(=S)NNC(=O)c1c(Cl)c(C)nn1C	20.0	-3.5	-1.1	0.5	-1.0	-5.9	-1.3	-0.2	-1.9	2.6
O=C(CN1C(=O)/C(=C/c2ccccc2)SC1=S)Nc1ncc(Cc2ccccc2)s1	-3.6	-3.5	4.9	0.2	-10.8	-11.8	4.1	20.5	-4.0	2.0
CCC1=Nc2cc(C(=O)NCCCN3CCOCC3)ccc2Sc2ccccc21	-1.1	7.1	5.0	-10.0	13.5	-4.9	0.6	-34.8	-2.8	9.0
CCOC(=O)c1[nH]c(C)c(C(=O)OCC(=O)N2CCCCC2C)c1C (stereo not drawn)	2.7	2.0	-0.1	-8.3	11.5	9.2	0.5	-6.5	-2.6	2.5
O=C1CCCN1CC(O)CS(=O)(=O)c1ccc(Cl)cc1 (stereo not drawn)	-3.0	3.9	-0.9	-2.9	5.8	17.0	1.3	-4.4	-0.6	1.7
Cc1nn(-c2ccccc2)c2c1C1(C(=O)N3c4c(cccc41)C(C)CC3(C)C)C(C#N)=C(N)O2 (stereo not drawn)	4.6	8.6	-4.6	-42.9	14.2	-25.3	4.3	-33.8	7.7	-1.9
CCOC(=O)C1CCN(C(=O)COc2ccc([N+](=O)[O-])cc2)CC1	1.0	7.0	0.4	-1.4	16.8	12.2	-2.9	-16.1	0.0	-2.7
CCN(CC1CCCO1)C(=O)CCc1nnc(CCc2ccc(OC)cc2)o1 (stereo not drawn)	1.4	2.3	5.5	-0.4	-13.1	-18.2	-0.6	-6.6	-13.0	-7.1
O=C(/C=C/c1ccc(Cl)cc1)NC(=S)Nc1ccc(N2CCOCC2)c(Cl)c1	-0.3	4.0	-0.7	0.5	-7.6	-12.3	1.0	5.6	8.4	-1.2
O=C(NC1CCCC1)c1ccc(Cl)s1	0.3	0.2	-1.2	2.3	-4.6	-8.5	-0.9	-16.0	-2.8	-3.1
O=C(NC1CC1)C1CCN(C2CCN(Cc3ccccc3C(F)(F)F)CC2)CC1	-9.1	-4.5	3.3	-1.1	7.5	14.1	4.4	-7.4	-4.4	1.4
CC1CCN(CC(=O)Nc2nccs2)CC1	.	-53.5*	-14.0	-1.1	-63.3	-8.8	-7.4	-59.0	6.1	1.8
COc1ccc2nc(NCc3ccccc3)[nH]c2c1	-5.0	0.4	4.8	2.4	14.3	-80.0	-1.9	-43.4	-3.5	-1.7
COc1cccc(C(=O)COc2cccc(NC(=O)c3ccco3)c2)c1	0.8	3.9	-0.1	-1.2	-6.7	8.6	-3.1	-4.4	6.4	3.0

4 compounds already listed, arranged by molecular weight, falling.
SMILES	DYRK1A inh	HSF1 inhib	IEC-6 tox	GSK3A inh	HSF-1 act	aSyn 5UTR inh	HSP90 inh	KLF5 inhibitor	Platelet DG rel	GSK3B inh
O=C(NC1CC1)C1CCN(C2CCN(Cc3ccccc3C(F)(F)F)CC2)CC1	-9.1	-4.5	3.3	-1.1	7.5	14.1	4.4	-7.4	-4.4	1.4
CCN(CC1CCCO1)C(=O)CCc1nnc(CCc2ccc(OC)cc2)o1 (stereo not drawn)	1.4	2.3	5.5	-0.4	-13.1	-18.2	-0.6	-6.6	-13.0	-7.1
CCOC(=O)C1CCN(C(=O)COc2ccc([N+](=O)[O-])cc2)CC1	1.0	7.0	0.4	-1.4	16.8	12.2	-2.9	-16.1	0.0	-2.7
CC1CCN(CC(=O)Nc2nccs2)CC1	.	-53.5*	-14.0	-1.1	-63.3	-8.8	-7.4	-59.0	6.1	1.8

The listing continues.
SMILES	DYRK1A inh	HSF1 inhib	IEC-6 tox	GSK3A inh	HSF-1 act	aSyn 5UTR inh	HSP90 inh	KLF5 inhibitor	Platelet DG rel	GSK3B inh
O=C(O)Cc1ccc2oc(-c3cccnc3)nc2c1	-1.8	-9.5	0.2	-2.0	3.9	2.3	0.1	-38.0	1.9	3.1
Cc1nn(C)c(Cl)c1CN1CCC(CO)(CCOc2ccccc2)CC1	5.0	2.3	-1.8	-1.8	5.4	-16.5	2.2	-2.7	2.4	2.3
CCOC(=O)Cc1c(C)nc2cc(-c3ccc(Cl)cc3)[nH]n2c1=O	2.9	-0.1	3.7	-0.1	25.9	-66.7	-0.2	-7.0	-0.1	-3.2
COc1ccc(OC)c(NC(=O)CSc2ccc3nnc(-c4ccccn4)n3n2)c1	.	-4.5	0.7	-1.4	9.2	-5.7	-2.7	-18.1	16.8	-2.8
